# Screening results deposited in PubChem BioAssay by several laboratories.
# CD11b adhes inh = blocks human CD11b/CD18 adhesion to fibrinogen | P05107+P11215 | K562 CD11b/CD18 adhesion to fibrinogen, ATPlite luminescence; Mn2+ added to activate the integrin | inhibition, % at 10 µM | 93,000 compounds, 0.54% hits | AID 1497;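 active = primary inhibition of 50% or more at 10 µM, then 40% or more on retest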; note: some results filed as inactive read as strong as hits
# CD11b adhes enh = CD11b/CD18-fibrinogen binding enhancement; P05107+P11215; K562 CD11b/CD18 adhesion to fibrinogen, ATPlite luminescence; activation, % at 10 µM; 93,000 compounds, 0.07% hits;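 active = 10 µM primary screen giving 50% or more activity, confirmed by 40% or more on retest at that dose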; note: strong numbers were not always called active; reference of the scale not given here
# ERb coact inh = ER-beta (human) coactivator binding inhibition. AID 633. 86,000 compounds, 1.3% hits. Q92731. TR-FRET ER-beta LBD / SRC1-Cy5 peptide binding; receptor agonist-loaded with 1 µM estradiol. inhibition, % at 25.6 µM;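 active = compounds whose percent inhibition of the receptor-coactivator binding signal exceeds about 50% in the single-dose screen, limit read from the data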;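 note: 0% = receptor plus peptide wells without compound and 100% = peptide-only wells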
# ERa SRC1 inh = blocks coactivator binding to human estrogen receptor alpha. TR-FRET ER-alpha LBD / SRC-1 peptide, estradiol-bound. inhibition, % at 25.6 µM. 86,000 compounds, 1.7% hits. AID 629; in the data active = inhibition above about 50%;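 note: 0% = receptor plus peptide control and 100% = peptide only without receptor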
# Target sequence (P03372 whole entry, looked up, the tested form may be a part): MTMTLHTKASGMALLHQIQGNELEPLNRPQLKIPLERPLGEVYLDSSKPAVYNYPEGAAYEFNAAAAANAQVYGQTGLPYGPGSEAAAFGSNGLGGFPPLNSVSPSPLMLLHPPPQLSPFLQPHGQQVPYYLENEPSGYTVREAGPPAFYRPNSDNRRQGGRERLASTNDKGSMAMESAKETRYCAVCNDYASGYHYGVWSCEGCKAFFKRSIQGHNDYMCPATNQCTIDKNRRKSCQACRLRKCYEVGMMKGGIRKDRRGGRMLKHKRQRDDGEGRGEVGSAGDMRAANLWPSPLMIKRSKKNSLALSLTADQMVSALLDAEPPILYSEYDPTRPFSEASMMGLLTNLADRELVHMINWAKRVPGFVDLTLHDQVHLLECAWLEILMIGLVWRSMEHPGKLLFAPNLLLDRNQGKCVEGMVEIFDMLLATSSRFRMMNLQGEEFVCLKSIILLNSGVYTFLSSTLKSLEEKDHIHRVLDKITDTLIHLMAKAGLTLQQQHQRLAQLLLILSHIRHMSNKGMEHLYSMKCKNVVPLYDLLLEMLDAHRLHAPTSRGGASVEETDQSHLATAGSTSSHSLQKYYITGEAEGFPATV
# MT1-MMP txn act = activates MT1-MMP transcription | HT1080 MT1-MMP promoter luciferase reporter, luminescence, overnight; stronger effect = higher value | activation factor at 10 µM | 86,000 compounds, 0.16% hits | AID 750;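 active = activation factor of at least 2 for MT1-MMP transcription at 10 µM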
# PLAP act = activators of human placental alkaline phosphatase; purified PLAP enzyme, luminescent substrate read-out; stronger effect = higher value; 96,000 compounds, 1.2% hits; AID 696; activation fold at 20 µM; in the data active = activation fold above about 2
# ERa SRC1 pot = ER-alpha (human) coactivator binding potentiation | TR-FRET ERalpha-LBD/SRC-Cy5 coactivator binding, 2 h; 100 = basal binding, no effect | P03372 | 86,000 compounds, 1.3% hits | coactivator binding (% of control), % at 25.6 µM; in the data active = activity above about 200%;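 note: binding measured in presence of low estradiol as agonist stimulus; 0% = peptide alone without receptor and 100% = receptor with peptide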
# FAK blocker = blocks human focal adhesion kinase activity; biochemical FAK kinase activity assay; Q05397; inhibition, %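 (tested at 7 µM)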; AID 727; 97,000 compounds, 0.84% hits; in the data active = inhibition above about 19%;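 note: 0% = DMSO and 100% = reference compound high control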
# E coli WT exp = growth inhibitors of E. coli BW25113 wild type. OD600 absorbance. growth inhibition, % at 100 µM. 98,000 compounds, 0.15% hits;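 active = growth inhibition above about 50% at one test dose, limit read from the data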;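 note: growth measured after 20 h incubation at 37 °C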
# * = called active by the depositor; / = no result given; [ ] = dose if it differs, or a comment.
# Sample of the layout (14 entries):
item	smiles	ERb coact inh	ERa SRC1 pot	PLAP act	CD11b adhes inh	MT1-MMP txn act	CD11b adhes enh	FAK blocker	ERa SRC1 inh	E coli WT exp
1	O=C(CNC(=O)c1ccco1)NCCCc1ccccc1	8[fluorescence artefact?]	112	1.2	-2	1.1	-6	-4	4[fluorescence artefact?]	-3
2	CC(C)N(Cc1nc(-c2ccccc2)no1)C(=O)c1ccc(Br)o1	1	94	0.9	14	1.2	2	-1	-14	-9
3	COC(=O)C1CCN(C(=O)COC(=O)Cn2cnnn2)CC1	1	104[fluorescence artefact?]	1.1	1	1.1	1	7	-8	-2
4	CCOc1ccc(N2C(=O)CC(/C=C3/N(C)c4ccccc4C3(C)C)C2=O)cc1 (stereo unspecified)	-30[fluorescence artefact?]	92[fluorescence artefact?]	1.3	4	1.1	3	-2	-33[fluorescence artefact?]	2
5	COCCSc1ccccc1C(=O)NCC1CCCO1 (stereo unspecified)	-6	137	1	-3	0.9	-1	2	-5	4
6	CSc1oc(-c2ccc(F)cc2)nc1S(=O)(=O)c1ccc(F)cc1	14	130	1	9	1.2	-1	-2	3	-9
7	O=C(Nc1c(C(=O)NCc2ccco2)cnn1-c1ccccc1)c1cccc(F)c1	10	100	1.6	-9	1	-2	/	-1	/
8	CCOC(=O)C1=NNC2C(=O)N(C3CCCCC3)C(=O)C12 (stereo unspecified)	-7	131	1	3	1.1	-1	4	-2[fluorescence artefact?]	-3
9	O=C(Nc1ccon1)c1cc(-c2ccccc2)nc2ccccc12	-5	115	/	/	1.1	/	0	-7	-6
10	CCOc1ccc(S(=O)(=O)Nc2ccc(S(=O)(=O)N3CCCC3)cc2)cc1	1	102	1.6	-34	1.3	1	4	2[fluorescence artefact?]	-2
11	c1ccc(Oc2cccc(CN3CCOCC3)c2)cc1	-3[fluorescence artefact?]	119	1.2	2	1.3	-1	1	3[fluorescence artefact?]	3
12	COc1ccc(OC)c(NC(=O)CN2CCC(C(=O)c3ccc(C)cc3)CC2)c1	3	105[fluorescence artefact?]	1.8	2	1.1	4	-1	-2	-16
13	Cn1c(SCc2ccccc2)nnc1-c1ccc2c(c1)OCO2	-4	116	1	-13	1.4	-3	4	-12	6
14	CC(=O)Nc1cccc(NC(=O)C2CCCN2C(=O)Nc2cccc(C)c2)c1 (stereo unspecified)	-6	131	1	-5	1	-2	-1	-1	4

# The whole of this part, previewed entries included:
item	smiles	ERb coact inh	ERa SRC1 pot	PLAP act	CD11b adhes inh	MT1-MMP txn act	CD11b adhes enh	FAK blocker	ERa SRC1 inh	E coli WT exp
1	O=C(CNC(=O)c1ccco1)NCCCc1ccccc1	8[fluorescence artefact?]	112	1.2	-2	1.1	-6	-4	4[fluorescence artefact?]	-3
2	CC(C)N(Cc1nc(-c2ccccc2)no1)C(=O)c1ccc(Br)o1	1	94	0.9	14	1.2	2	-1	-14	-9
3	COC(=O)C1CCN(C(=O)COC(=O)Cn2cnnn2)CC1	1	104[fluorescence artefact?]	1.1	1	1.1	1	7	-8	-2
4	CCOc1ccc(N2C(=O)CC(/C=C3/N(C)c4ccccc4C3(C)C)C2=O)cc1 (stereo unspecified)	-30[fluorescence artefact?]	92[fluorescence artefact?]	1.3	4	1.1	3	-2	-33[fluorescence artefact?]	2
5	COCCSc1ccccc1C(=O)NCC1CCCO1 (stereo unspecified)	-6	137	1	-3	0.9	-1	2	-5	4
6	CSc1oc(-c2ccc(F)cc2)nc1S(=O)(=O)c1ccc(F)cc1	14	130	1	9	1.2	-1	-2	3	-9
7	O=C(Nc1c(C(=O)NCc2ccco2)cnn1-c1ccccc1)c1cccc(F)c1	10	100	1.6	-9	1	-2	/	-1	/
8	CCOC(=O)C1=NNC2C(=O)N(C3CCCCC3)C(=O)C12 (stereo unspecified)	-7	131	1	3	1.1	-1	4	-2[fluorescence artefact?]	-3
9	O=C(Nc1ccon1)c1cc(-c2ccccc2)nc2ccccc12	-5	115	/	/	1.1	/	0	-7	-6
10	CCOc1ccc(S(=O)(=O)Nc2ccc(S(=O)(=O)N3CCCC3)cc2)cc1	1	102	1.6	-34	1.3	1	4	2[fluorescence artefact?]	-2
11	c1ccc(Oc2cccc(CN3CCOCC3)c2)cc1	-3[fluorescence artefact?]	119	1.2	2	1.3	-1	1	3[fluorescence artefact?]	3
12	COc1ccc(OC)c(NC(=O)CN2CCC(C(=O)c3ccc(C)cc3)CC2)c1	3	105[fluorescence artefact?]	1.8	2	1.1	4	-1	-2	-16
13	Cn1c(SCc2ccccc2)nnc1-c1ccc2c(c1)OCO2	-4	116	1	-13	1.4	-3	4	-12	6
14	CC(=O)Nc1cccc(NC(=O)C2CCCN2C(=O)Nc2cccc(C)c2)c1 (stereo unspecified)	-6	131	1	-5	1	-2	-1	-1	4
15	CCC(Sc1ncccc1C(=O)OCCN1CCCC1=O)C(=O)NCc1ccco1 (stereo unspecified)	2	106[fluorescence artefact?]	1.6	10	1.2	3	0	-4	-6
16	CCCS(=O)(=O)N1CCN(Cc2ccncc2)CC1	-17[fluorescence artefact?]	106	0.9	3	1	-1	5	-8	6
17	COC(=O)c1c(C)[nH]c(C(=O)COC(=O)Cc2ccc3c(c2)OCCO3)c1C	0	260*[fluorescence artefact?]	0.9	0	1.1	-1	0	-1	-9
18	CCCc1cc(=O)oc2c(CN3CCN(C)CC3)c(O)c(Cl)cc12	-3	110	1.5	9	1	1	/	-7	-8
19	COc1ccc(/C(O)=C2\C(=O)C(=O)N(CCN(C)C)C2c2cc(OC)c(OC)c(OC)c2)c(C)c1 (stereo unspecified)	6[fluorescence artefact?]	101	1	-4	1.2	0	-6	3	-3
20	Cc1ccc(OS(=O)(=O)c2ccccc2)c(/C=N/N=C2\NC(=O)C(C)S2)c1 (stereo unspecified)	0	90	/	/	1.2	/	0	4	-4
21	CN(C)CCNC(=O)Cn1nc(-c2ccc(Cl)cc2)ccc1=O	35	115	1.1	/	1.2	/	-1	2	2
22	CC1(C)Cc2ccccc2-c2nnnn21	97*[fluorescence artefact?]	101	1.3	3	1.2	2	-1	6	-3
23	Cc1ccsc1C(C(=O)NC1CCCCC1)N(C(=O)Cc1cccs1)C1CC1 (stereo unspecified)	2	104	1.1	-12	1	3	3	-2	-3
24	COC(=O)c1cc(Br)c(=O)n(CCc2ccc(O)cc2)c1	-11	99	0.9	/	0.9	/	1	-3	7
25	CCOC(=O)C1(C)NC(c2ccc(N(C)C)cc2)C2C(=O)N(c3ccc(OC)cc3)C(=O)C21 (stereo unspecified)	3	95	1.1	0	1.2	-3	-1	4[fluorescence artefact?]	-7
26	Cc1ccccc1NC(=O)CCN1CCN(C/C=C/c2ccccc2)CC1	-6	124	1.6	-6	1.1	2	-1	0	8
27	COc1ccccc1C(c1nnnn1Cc1ccccc1)N1CCC(C(N)=O)CC1 (stereo unspecified)	1	125	/	/	1.3	/	0	-5	/
28	CC(C)CCNC(=O)C(C)N(Cc1ccc(F)cc1)C(=O)c1ccc(CN2CCCCC2)o1 (stereo unspecified)	-7	128	1.5	-20	1.1	2	-4	-1	4
29	CCCOc1ccc(C(=O)NC(=S)Nc2nc3ccccc3s2)cc1	/	/	1	-1	/	-5	5	/	-10
30	CCc1c(C)sc(NC(=O)OC)c1C(N)=O	/	/	1	-3	/	-4	-3	/	2
31	Cc1ccc(S(=O)(=O)N(C)CC(O)Cn2c3ccccc3c3ccccc32)cc1 (stereo unspecified)	5	84	1.7	9	1.1	0	-3	3	-3
32	COc1ccc(N2CCN(c3nc(NC(C)(C)C)nc(N4CCCCC4)n3)CC2)cc1	-1	92	1.5	0	1.1	-1	0	-10	-17
33	CCCS(=O)(=O)N1CCCC(C(=O)NCCN(Cc2ccccc2)C(C)C)C1 (stereo unspecified)	1	89	1.6	/	1.2	/	-3	-3	-2
34	COCCCn1cnc2c(c1=O)c1nc3ccccc3nc1n2-c1ccccc1	-30	106[fluorescence artefact?]	1.7	-2	1	-2	2	-24	-5
35	CCN1CCN(C(=O)Cn2ncc3ccsc3c2=O)CC1	-6	101	0.9	3	1	3	5	-7	0
36	CN(C)CCOc1ncnc2c1oc1ccccc12	-13	100[fluorescence artefact?]	0.9	-15	1.1	-1	-2	11	11
37	Cc1sc(NC(=O)C2CCCO2)c(C#N)c1C (stereo unspecified)	/	/	1	-30	1.1	6	/	/	-8
38	CCOC(=O)/C(C#N)=C/c1ccc(OCC(=O)Nc2cc(C)ccc2C)c(OC)c1	/	/	1.2	-33	/	24	-2	/	-9
39	N=c1c2c(n(Cc3ccccc3)c3c1CCC3)CCC2	-9	120	0.6	17	1.2	-2	-2	-9	-3
40	COc1cc(C2C(C(=O)OCCC#N)=C(C)NC3=C2S(=O)(=O)c2ccccc23)cc(OC)c1OC (stereo unspecified)	/	/	1.4	-22	/	-4	-3	/	-8
41	S=c1nc2ccccc2c2nc(-c3ccccc3)[nH]n12	-10[fluorescence artefact?]	98	1.1	2	1.3	-8	-5	-16	-7
42	C=CCSc1nc(C)c(CC(=O)OCC(C)C)c(=O)[nH]1	2	79	1.1	9	1.1	-7	/	3	1
43	COc1cc(C2C3C(=O)N(Cc4ccccc4)C(=O)C3ON2c2ccccc2)cc(OC)c1O (stereo unspecified)	0	112	1.5	8	1.2	2	2	-3	2
44	CCCn1c(SCC(=O)c2cc(C)c(C)cc2C)n[nH]c1=O	-5	88	2.2*	5	1.1	-2	0	18	-2
45	CC1CCCC(NC(=S)Nc2ccc(SC(F)F)cc2)C1C (stereo unspecified)	-5	102	0.9	98	1.1	-9	2	-3	11
46	Cc1ccc(C(C(=O)NC2CCCC2)N(Cc2cccs2)C(=O)c2csnn2)o1 (stereo unspecified)	-7	105[fluorescence artefact?]	/	/	1	/	2	-7	/
47	Cc1ccc(C(=O)C(OC(=O)COc2ccccc2C)c2ccccc2)cc1 (stereo unspecified)	/	/	1	-8	/	1	-1	/	-11
48	O=C(CSc1nnc(-c2ccco2)n1CC1CCCO1)c1ccc(F)cc1 (stereo unspecified)	-5	104	1	-10	1.1	-2	-8	1	-1
49	CC1CCC2C(C1)c1sc(=O)[nH]c1SC2(C)C (stereo unspecified)	-7	83	1.2	7	0.9	-2	2	5	14
50	CCn1c(=O)n(CC)c2cc(S(=O)(=O)Nc3cc(C)cc(C)c3C#N)ccc21	5	98	1.6	-8	1	2	-2	45	-3
51	O=P(O)(c1ccc(Cl)cc1)c1ccc(Cl)cc1	-9[fluorescence artefact?]	130	1.4	-2	1.1	-2	11	2	0
52	COc1ccc(-n2c(SCC(N)=O)nnc2-c2ccc(NS(=O)(=O)c3ccc(C)cc3)cc2)cc1	/	/	1.4	-32	/	-1	8	/	-4
53	CCOC(=O)C1=C(C)Nc2nc(=S)[nH]n2C1c1ccc(Cl)cc1 (stereo unspecified)	-16	48	1.3	-4	1.1	30	-1	7	4
54	CC(=O)c1c(C(C)=O)c(C)n(-c2nc(-c3ccccc3)c(C)s2)c1C	-3[fluorescence artefact?]	136	1	11	1.1	5	4	-4	-5
55	O=C(NNC(=O)c1ccccc1)C(=O)N1CCCCC1	/	/	1	-8	/	-1	-1	/	5
56	CCC(Sc1nc(N)cc(N)n1)C(=O)O (stereo unspecified)	/	/	0.8	0	/	8	-1	/	-3
57	CC(=O)Nc1cccc(NS(=O)(=O)Cc2ccc(Cl)cc2)c1	-34	97	1.2	0	1.1	-7	-1	-32	-2
58	CCOC(=O)C1CCCN(CC(=O)Nc2c(C(=O)OC)[nH]c3ccccc23)C1 (stereo unspecified)	-4[fluorescence artefact?]	114	1.2	-8	1.1	-3	0	-4	-3
59	O=C(c1ccc2c(c1)OCO2)N1CCN(C(=O)c2ccco2)CC1	-3[fluorescence artefact?]	103	1	-9	1.1	-8	1	7[fluorescence artefact?]	2
